High-throughput results (PubChem)
KDM4C inh = inhibitors of GASC-1 (KDM4C) histone demethylase, primary screen, biochemical, single concentration HTS | actives 0.15% (n = 96,000) | Lysine-specific demethylase 4C (Homo sapiens), Q9H3R0 | inhibition, % at 12.5 µM | GST-KDM4C 2-372, H3K9me3 peptide, LANCE TR-FRET;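 active = mean replicate inhibition above about 25%, with at least 55% of replicates also reaching it, limit read from the data, passing the limit was not always enough; inconclusive = only one of those two conditions met; inactive = neither condition met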
Target sequence (Q9H3R0 2-372 limits assumed): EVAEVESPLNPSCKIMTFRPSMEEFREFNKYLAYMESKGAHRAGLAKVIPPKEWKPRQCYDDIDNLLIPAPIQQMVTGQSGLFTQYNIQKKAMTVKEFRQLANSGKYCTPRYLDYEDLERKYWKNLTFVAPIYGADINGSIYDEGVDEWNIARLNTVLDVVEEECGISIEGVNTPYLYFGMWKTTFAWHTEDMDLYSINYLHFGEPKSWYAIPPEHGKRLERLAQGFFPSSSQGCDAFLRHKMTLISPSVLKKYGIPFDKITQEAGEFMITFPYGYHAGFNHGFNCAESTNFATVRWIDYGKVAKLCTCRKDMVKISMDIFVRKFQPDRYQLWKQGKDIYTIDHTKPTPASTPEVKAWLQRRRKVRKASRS
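Material: N-terminal GST-fused human GASC-1 (KDM4C) fragment, residues 2-372. Input: 10 nM enzyme. Incubation: enzyme reaction 30 min, then detection 60 min, both room temperature. Doses: one test concentration per compound. Read-out basis: inhibition from TR-FRET ratio decrease. Detection: LANCE TR-FRET, excitation 340 nm, emissions 618 and 671 nm.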
C diff growth = C. difficile growth inhibitors, primary screen, HTS; Clostridium difficile clinical isolate growth, OD600, 24 h; stronger effect = lower value; growth activity, negative = inhibition, % at 16 µg/mL (by protocol); actives 0.25% (n = 86,000);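 active = mean growth activity at or below -80% and every replicate also at or below -80%; inconclusive = mean at or below -80% but some replicate above -80%; inactive = mean growth activity above -80%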;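 also: 0% = DMSO wells and -100% = levofloxacin 16 µg/mL wells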
Tcruzi prolif = T. cruzi intracellular proliferation inhibitors, primary screen, cell-based, beta-gal Tulahuen parasites, NIH3T3 host, luminescence. T. cruzi beta-gal in NIH3T3, GalScreen luminescence, 90 h. inhibition, % at 8.34 µM. actives 5.9% (n = 77,000);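 active = mean inhibition above about 93%, with at least 55% of replicates each passing it, limit read from the data, passing the limit was not always enough; inconclusive = only one of those two conditions holds; inactive = neither condition holds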
Pf Dd2 growth = P. falciparum Dd2 growth inhibitors, primary screen, SYBR Green fluorescence, single dose replicates; 72 h; stronger effect = lower value; activity change, % at 10 µM; AID 1159554, 2015; actives 2.3% (n = 94,000); in the data active = activity change below about -80%; inconclusive = no clear call, values can overlap the other calls
An asterisk follows results filed as active; ? = inconclusive; nt = no result given; & = joins results of further samples. An unsorted share of the library; overall some 6.8% were active at least once.

SMILES	KDM4C inh	C diff growth	Tcruzi prolif	Pf Dd2 growth
CO[C@H]1CC[C@@H]2CCOc3c(C#N)cccc3C(=O)N(C)C[C@@H](C)C(=O)N(C)C[C@@H]1O2	-0.9	nt	7	6
CO[C@@H]1CN(C)C(=O)c2cc(NC(=O)c3nc4ccccc4s3)ccc2OC[C@@H](C)N(Cc2ccccc2)C[C@H]1C	-0.9	nt	nt	-86*
O=C(NCC[C@H]1CC[C@H](NS(=O)(=O)c2ccccc2)[C@H](CO)O1)c1ccccc1F	1.9	-1	17	-3
O=C(Cc1ccccc1)N1CC(=O)N2[C@H](C1)[C@H](c1ccc(C#CCc3ccccc3)cc1)[C@@H]2CO	0.7	-15	nt	-28
CN1C(=O)c2cc(NC(=O)c3cccc(F)c3)ccc2OC[C@@H]2O[C@H](CC(=O)NC3CCC3)CC[C@@H]21	-0.1	1&-8	-5&1	-5&-4
C[C@H](CO)N1C[C@H](C)[C@@H](CN(C)C)Oc2ccc(NC(=O)Cc3cn(C)c4ccccc34)cc2C1=O	-0.2	6&6	nt	9
C[C@H]1CN([C@@H](C)CO)C(=O)c2cccc(NC(=O)C3CCOCC3)c2O[C@H]1CN(C)Cc1ccc(Cl)c(Cl)c1	6.4	-1	-25	14
CNC(=O)C[C@@H]1CC[C@@H]2[C@H](COc3ccc(NS(=O)(=O)c4ccc(F)cc4)cc3C(=O)N2C)O1	1.1	3	-17	2
CN(C)C(=O)c1ccc(-c2ccc3c(c2)[C@H]2[C@H](CCN2S(=O)(=O)c2ccccc2)[C@@H](CO)N3)cc1	-0.3	9	27	-9
CC(C)NC(=O)N1[C@@H]2CNC[C@H]1C2c1ccc(-c2ccc(C#N)cc2)cc1 (stereo partly drawn)	-1.3	-4	nt	14
CO[C@@H]1CN(C)C(=O)c2ccc(NC(=O)NC(C)C)cc2OC[C@@H](C)N(C)C[C@H]1C	0.1	-1	nt	-6
CNC[C@H]1Oc2cc(C#Cc3cccc(F)c3)ccc2S(=O)(=O)N([C@H](C)CO)C[C@@H]1C	-3.4	24	?	-78
C[C@@H]1CN([C@@H](C)CO)C(=O)c2cc(NC(=O)Nc3ccccc3)ccc2O[C@H]1CN(C)CC1CCCCC1	1.2	-3	nt	-41
CCC(=O)N1CC2(C1)[C@H](c1ccc(-c3ccc(C)cc3)cc1)[C@@H](CO)N2S(C)(=O)=O	-0.3	-9	nt	-3
CC(C)CC#Cc1cnc2c(c1)C(=O)N([C@@H](C)CO)C[C@@H](C)[C@@H](CN(C)S(=O)(=O)c1cccs1)O2	-3.2	-4	37	-29
CC(C)[C@@H](C)NC(=O)N(C)C[C@@H]1OCc2ccccc2-c2c(n(C)c3ccccc23)C(=O)N([C@@H](C)CO)C[C@@H]1C	0.6	nt	-2	-13
C[C@H](CO)N1C[C@H](C)[C@@H](CN(C)S(C)(=O)=O)Oc2ncc(C#CC3CC3)cc2C1=O	0.0	nt	45	10
C[C@H]1CN([C@@H](C)CO)C(=O)c2cc(NC(=O)CCC(F)(F)F)ccc2O[C@H]1CN(C)Cc1ccc(C(=O)O)cc1	1.4	-4	-31	6
COC(=O)C[C@@H]1C[C@@H]2c3cc(NS(=O)(=O)c4ccc(OC)cc4)ccc3O[C@@H]2[C@@H](CO)O1	-2.5	-1	-59	-8
C[C@@H]1CN([C@H](C)CO)C(=O)Cc2cc(NC(=O)CCN3CCOCC3)ccc2O[C@@H]1CN(C)S(=O)(=O)c1ccc(F)cc1	-3.3	6	23	2
COc1ccc(NC(=O)N[C@@H]2CC[C@@H](CCn3cc(-c4ccccn4)nn3)O[C@@H]2CO)cc1	-0.7	nt	-29	-17
COc1ccc(-c2ccc3n(c2=O)C[C@H]2[C@H](CO)[C@@H](C(=O)NCC4CC4)N(C(=O)NC(C)C)[C@@H]32)cc1	-1.0	4	-53	nt
O=C(C[C@H]1C=C[C@H](NS(=O)(=O)c2ccccc2)[C@H](CO)O1)NCc1ccc(Cl)c(Cl)c1	-1.0	nt	27	0
COc1ccc(NC(=O)N2CC[C@@H]3[C@H]2c2cc(C4=CCCCC4)ccc2N(C)[C@H]3CO)cc1	-0.5	-6	83	-43
COc1ccc(CN(C)C[C@H]2Oc3ccc(NC(=O)Cc4ccccc4)cc3C(=O)N([C@H](C)CO)C[C@H]2C)cc1	1.0	-3	23	4
New compounds follow:
SMILES	KDM4C inh	C diff growth	Tcruzi prolif	Pf Dd2 growth
O=S(=O)(c1ccccc1F)N1CCCCN2[C@H](C1)[C@@H](c1ccc(-c3ccccc3)cc1)[C@@H]2CO	nt	5	69	-60
C[C@H]1CN([C@@H](C)CO)C(=O)c2cccc(NS(=O)(=O)c3ccccc3)c2O[C@@H]1CN(C)Cc1ccc(Cl)c(Cl)c1	nt	11	48	-11
COCC(=O)N1C[C@H](C)[C@H](OC)CN(C)C(=O)c2ccc(NC(=O)c3ccc(OC)cc3)cc2OC[C@H]1C	-0.3	nt	?	-30
C[C@@H]1CN([C@@H](C)CO)C(=O)c2cc(-c3ccccc3)cnc2O[C@@H]1CN(C)C(=O)Cc1ccccc1	-0.3	6	-133	0
C[C@@H]1CN([C@H](C)CO)C(=O)c2cc(/C=C/c3ccccc3)cnc2O[C@H]1CN(C)C(=O)CN(C)C	1.3	-4	nt	-56
O=C(C1CC1)N1CC(=O)N2[C@H](CO)[C@H](c3ccc(C#CC4CCCC4)cc3)[C@@H]2C1	1.3	-16	nt	-3
C[C@@H]1CCCCO[C@@H](CN(C)C(=O)Nc2cccc3ccccc23)[C@@H](C)CN([C@H](C)CO)C(=O)c2cc(NS(=O)(=O)c3ccc(Cl)cc3)ccc2O1	-1.5	-5	32	-57
COc1ccccc1NC(=O)Nc1ccc2c(c1)C(=O)N(C)C[C@H](OC)[C@H](C)CN(C)[C@@H](C)CO2	1.3	nt	-41	-20
COc1ccc(NC(=O)N(C)C[C@H]2Oc3cc(-c4ccncc4)ccc3S(=O)(=O)N([C@H](C)CO)C[C@H]2C)cc1	5.9	-1	70	-26
C[C@H]1CN([C@@H](C)CO)C(=O)c2cc(NC(=O)C3CCCCC3)ccc2O[C@H]1CN(C)C	2.5	2	-46	39
CCC(=O)N(C)C[C@H]1Oc2ncc(C#C[C@@H](C)O)cc2C(=O)N([C@H](C)CO)C[C@H]1C	-1.3	-3	-21	58
COc1ccccc1-c1ccc2c(c1)O[C@@H](CN(C)S(=O)(=O)c1ccc(F)cc1)[C@H](C)CN([C@H](C)CO)S2(=O)=O	-0.6	nt	18	36
CCCNC(=O)N1CC2(CCN(C)CC2)c2c([nH]c3cc(OC)ccc23)[C@@H]1CO	0.6	-7	nt	36
C[C@H]1CN([C@@H](C)CO)C(=O)c2cccc(NC(=O)c3ccncc3)c2O[C@H]1CN(C)S(=O)(=O)c1cn(C)cn1	-0.9	nt	-8	13
C[C@@H]1CN([C@H](C)CO)C(=O)c2cc(C#CCN(C)C)cnc2O[C@H]1CN(C)S(=O)(=O)c1ccccc1	3.8	4	87	-28
C[C@@H]1CN([C@H](C)CO)C(=O)c2cccc(NS(=O)(=O)c3cn(C)cn3)c2O[C@@H]1CN(C)Cc1ccc(C(=O)O)cc1	-0.6	1	36	-5
C[C@@H]1CN([C@@H](C)CO)C(=O)c2cc(NS(=O)(=O)c3ccccc3)ccc2O[C@H]1CN(C)Cc1ccc(Oc2ccccc2)cc1	-3.1	19	3	-3
O=C(N[C@H]1CC[C@@H](CCNS(=O)(=O)c2ccc(Cl)cc2)O[C@@H]1CO)c1cccc(F)c1	0.4	0	8	8
O=C(Nc1ccccc1F)N1[C@@H]2CNC[C@H]1C2c1ccc(-c2cccnc2)cc1 (stereo partly drawn)	0.9&1.6	-9&-12	nt	-42&-7
C[C@@H]1CN([C@@H](C)CO)C(=O)c2cc(N(C)C)ccc2O[C@@H]1CN(C)S(=O)(=O)c1ccc(F)cc1	2.3	-2	nt	-9
O=C(Nc1ccc2c(c1)OCO2)N[C@H]1CC[C@H](CCNC(=O)C2CCCCC2)O[C@H]1CO	0.5	2	nt	18
COCC(=O)Nc1ccc2c(c1)[C@@H]1C[C@H](CC(=O)NCC3CC3)O[C@H](CO)[C@@H]1O2	3.2	2	28	19
O=C(N[C@H]1CC[C@H](CCNS(=O)(=O)c2ccc(F)cc2)O[C@H]1CO)C1CC1	4.1	1	nt	-21
CN1C(=O)c2cc(NC(=O)c3cccc(F)c3)ccc2OC[C@H]2O[C@@H](CC(=O)NCc3ccccc3Cl)CC[C@@H]21	-0.7	-2	94	-47
C[C@@H]1CN([C@H](C)CO)C(=O)Cc2cc(NC(=O)Cc3cn(C)c4ccccc34)ccc2O[C@H]1CN(C)S(=O)(=O)c1cn(C)cn1	-0.1	-7	22	10

Some of the entries so far, with each value named:
canonical_smiles: COc1ccc(-c2ccc3n(c2=O)C[C@H]2[C@H](CO)[C@@H](C(=O)NCC4CC4)N(C(=O)NC(C)C)[C@@H]32)cc1
  KDM4C inh: -1.0 | C diff growth: 4 | Tcruzi prolif: -53 | Pf Dd2 growth: nt
canonical_smiles: CCC(=O)N(C)C[C@H]1Oc2ncc(C#C[C@@H](C)O)cc2C(=O)N([C@H](C)CO)C[C@H]1C
  KDM4C inh: -1.3 | C diff growth: -3 | Tcruzi prolif: -21 | Pf Dd2 growth: 58
canonical_smiles: C[C@@H]1CCCCO[C@@H](CN(C)C(=O)Nc2cccc3ccccc23)[C@@H](C)CN([C@H](C)CO)C(=O)c2cc(NS(=O)(=O)c3ccc(Cl)cc3)ccc2O1
  KDM4C inh: -1.5 | C diff growth: -5 | Tcruzi prolif: 32 | Pf Dd2 growth: -57
canonical_smiles: O=C(Nc1ccccc1F)N1[C@@H]2CNC[C@H]1C2c1ccc(-c2cccnc2)cc1 (stereo partly drawn)
  KDM4C inh: 0.9&1.6 | C diff growth: -9&-12 | Tcruzi prolif: nt | Pf Dd2 growth: -42&-7

Later entries
SMILES	KDM4C inh	C diff growth	Tcruzi prolif	Pf Dd2 growth
COc1ccc(CNC(=O)C[C@H]2CC[C@H](NC(=O)Nc3ccc4c(c3)OCO4)[C@@H](CO)O2)cc1	1.1	nt	-16	-24
CN(C)CC#Cc1ccc([C@H]2[C@@H](CO)N3C(=O)CN(C(=O)Cc4ccccc4)C[C@H]23)cc1	9.7	-3	nt	8
CCCN1C[C@H](C)[C@H](OC)CN(C)C(=O)c2cc(NC(=O)c3ccno3)ccc2OC[C@H]1C	1.5	-1	-31	28
CO[C@H]1CN(C)C(=O)c2ccc(NC(=O)C3CCOCC3)cc2OC[C@@H](C)N(C(=O)c2ccccc2)C[C@@H]1C	0.1	nt	-3	19
COC(=O)C[C@@H]1CC[C@@H]2[C@@H](COc3ccc(NC(=O)c4ccc(F)cc4)cc3C(=O)N2C)O1	0.4	-1	36	-42
C[C@H]1CN([C@@H](C)CO)C(=O)Cc2cc(NC(=O)Nc3ccc4c(c3)OCO4)ccc2O[C@@H]1CN(C)S(C)(=O)=O	1.3	10	nt	3
NCC[C@H]1CC[C@@H](NS(=O)(=O)Cc2ccccc2)[C@@H](CO)O1	-0.8	nt	0	19
CCCC#Cc1ccc([C@@H]2[C@@H](CO)N3C(=O)CN(C(=O)c4cccnc4)C[C@@H]23)cc1	0.2	2	nt	-13
COc1ccc(S(=O)(=O)N[C@@H]2CC[C@H](CCNC(=O)Cc3ccccn3)O[C@@H]2CO)cc1	-0.7	nt	-35	6
C[C@@H]1CN([C@H](C)CO)C(=O)c2cc(-c3cncnc3)cnc2O[C@@H]1CN(C)C(=O)c1cccc(F)c1	4.6	-3	13	21
Cc1noc(C)c1S(=O)(=O)N(C)C[C@@H]1OCCCC[C@H](C)Oc2ccc(NS(C)(=O)=O)cc2C(=O)N([C@H](C)CO)C[C@H]1C	0.1	-2	nt	28
C[C@H]1CN([C@@H](C)CO)C(=O)c2cc(-c3cccc(C#N)c3)cnc2O[C@H]1CN(C)C(=O)c1cnccn1	19	1	nt	5
C[C@H](CO)N1C[C@H](C)[C@@H](CN(C)Cc2ccc(Cl)c(Cl)c2)Oc2ccc(NC(=O)Cc3ccccc3)cc2CC1=O	-0.2	81	55	-20
COc1cccc(CN2[C@@H](CO)[C@@H]3c4ccccc4N(C(=O)c4cccnc4)C[C@@H]32)c1	2.2	4	-14	-30
C[C@@H]1CCCCO[C@H](CN(C)C(=O)Nc2ccc3c(c2)OCO3)[C@@H](C)CN([C@H](C)CO)C(=O)c2cc(NC(=O)Nc3ccc(C(F)(F)F)cc3)ccc2O1	1.0	3	93	-42
Cc1ccccc1-c1ccc(C2[C@@H]3CN(C(=O)Nc4cccc(F)c4)C[C@H]2N3)cc1 (stereo partly drawn)	-1.6&-3.3	70&-59	nt	-8&-44
O=C1CN(S(=O)(=O)c2ccccc2)C[C@@H]2[C@@H](c3ccc(C#Cc4ccccc4)cc3)[C@H](CO)N12	-3.0	25	nt	-12
C[C@H]1CN([C@@H](C)CO)S(=O)(=O)c2ccc(C#Cc3ccccc3)cc2O[C@H]1CN(C)C(=O)c1ccccn1	nt	2	67	-67
